# T cell HTS: modulators of CD8 T cell-vesicle binding, primary screen, mouse 2C CD8+ T cells, flow cytometry; AID 2052, 2009; 0.068% of 330,000 active; 2C CD8+ T cell-vesicle binding; active compounds read low; calls only at 7 µM;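 active = response, share of CD8 T cells binding vesicles, and their 90th percentile fluorescence all below set limits, cut at about 80% in these data, passing the limit was not always enough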
#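 Assay system: 2C TCR transgenic mouse naive CD8+ T cells, MACS-purified | Read-out: CD8+ gate FL2 mean fluorescence as % of same-row positive control | Signal: High-throughput flow cytometry with anti-B7-1 and anti-CD8 staining | Timing: Binding step 1.5 h, 37 °C, antibody labelling 20 min, ice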
# T cell HTS vesicle-bound %: further read-out of T cell HTS, marked with its call; double positive events, %; measured here: CD8+ vesicle-bound cell fraction;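 binding gate set so that unloaded-vesicle control wells show 10% double positive cells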
# * hit, by the source's call; i = inactive. The list is partial; rates above refer to the full screens.
# Each structure is followed by: T cell HTS, T cell HTS vesicle-bound %
1) COc1ccc(C(=O)CSC2=NS(=O)(=O)c3cc(Cl)ccc3N2)cc1
  i, 51
2) CC1CCCC(C)N1C(=O)CN1c2cccc3cccc(c23)S1(=O)=O (stereo unspecified)
  i, 27
3) CCN(C(=O)C1=COCCO1)c1nc2c(C)cccc2s1
  i, 56
4) Cn1c(=NC(=O)CS(=O)(=O)c2ccccc2)sc2ccccc21
  i, 45
5) Clc1cc(Cl)c(Cl)c(Cl)c1Cl
  i, 18
6) Cc1nc(SCc2nc3ccc(Br)cc3[nH]2)c2oc3ccccc3c2n1
  i, 15
7) Cc1ccc(NC(=O)c2cccc(C(F)(F)F)c2)cc1NC(=O)c1[nH]cnc1C(N)=O
  i, 38
8) CN(CC(=O)Nc1cccc(F)c1)C(=O)CN1C(=O)NC2(CCCC2)C1=O
  i, 39
9) O=C(c1ccccc1Cc1ccccc1)N1CCN(S(=O)(=O)c2ccccc2[N+](=O)[O-])CC1
  i, 33
10) O=C1CCc2cc(NS(=O)(=O)c3cc(F)ccc3F)cc3c2N1CC3
  i, 42
11) CC(C)N(CCn1c(SCC(=O)Nc2cccnc2Cl)nc2ccccc2c1=O)C(C)C
  i, 40
12) CCCn1c(=NC(=O)CCS(=O)(=O)c2ccccc2)sc2cc(S(N)(=O)=O)ccc21
  i, 26
13) Cc1ccc(NC(=O)CCN2C(=O)C3CCCCC3C2=O)cc1[N+](=O)[O-] (stereo unspecified)
  i, 51
14) Cc1ccc(Oc2ccccc2NC(=O)C2=COCCO2)cc1
  i, 28
15) COc1ccccc1C(=O)COC(=O)CSCC(=O)Nc1cc(C)on1
  i, 26
16) Cc1ccc(C(=O)OC(C)C(=O)Nc2ccc(Cl)cn2)s1 (stereo unspecified)
  i, 44
17) CCc1cc(Cn2nc(-c3ccccc3)cc2C(=O)NCc2ccccc2OC)on1
  i, 16
18) O=C(Nc1ccc(F)c(Cl)c1)C1CCCN(C2=NS(=O)(=O)c3ccccc32)C1 (stereo unspecified)
  i, 4
19) Cc1ccc(S(=O)(=O)N2CCN(C(=O)COC(=O)CCOc3ccccc3)CC2)c(C)c1
  i, 38
20) CCOc1ccc(S(=O)(=O)N2CCN(C(=O)COc3ccc(Br)cc3)CC2)cc1
  i, 22
21) S=C(NCc1ccccc1)Nc1nccs1
  i, 51
22) COc1cc(/C=C2\C(=O)ON=C2c2ccc(Cl)cc2)ccc1O
  i, 37
23) COc1ccc(OC)c(/C=N/NC(=O)c2cccc3ccccc23)c1
  i, 39
24) C=C[C@@H]1c2cccc(C)c2N(S(=O)(=O)c2ccc(C)cc2)[C@H](c2ccc(OC(C)=O)cc2)C1(C#N)C#N
  i, 38
25) O=C(C[C@H]1C/C=C\C[C@@H](NC(=O)OCC2c3ccccc3-c3ccccc32)C(=O)O[C@@H](c2ccccc2)CNC1=O)N[C@H](CO)Cc1ccccc1
  i, 27
26) COc1cccc(N2CC(NS(=O)(=O)c3cccnc3)CC2=O)c1 (stereo unspecified)
  i, 44
27) Cc1ccc(S(=O)(=O)CCC(=O)OC(C)C(=O)NC2CCCCC2C)cc1 (stereo unspecified)
  i, 33
28) Cc1ccc(C2=NOC(C)(c3nnc(-c4ccccc4)o3)C2)cc1 (stereo unspecified)
  i, 36
29) CC1(C)Oc2ccc3ccc(=O)oc3c2/C(=C/NNC(N)=O)C1=O
  i, 54
30) CC(C)(C)c1ccc(S(=O)(=O)N2CC(C(=O)O)Oc3ccc(Cl)cc32)cc1 (stereo unspecified)
  i, 57
31) CCCN(CC(=O)Nc1ccccc1C)C(=O)C1CC(=O)N(c2ccccc2C(C)CC)C1 (stereo unspecified)
  i, 20
32) Cc1ccc2c(c1)C(=O)N1[C@H]3c4ccccc4OC[C@@H]3[C@H](c3ccccc3)[C@]1(C)C(=O)N2
  i, 9
33) COc1ccc(C(=O)COC(=O)CNC(=O)c2ccc(C)s2)c(OC)c1
  i, 34
34) CCN(Cc1ccccc1)S(=O)(=O)c1ccc(C(=O)N(CCCN(C)C)c2nc3c(C)c(C)ccc3s2)cc1
  i, 18
35) C#CCOc1ccc(CNC[C@H]2O[C@@H](n3cnc4c(N)ncnc43)[C@H](O)[C@@H]2O)cc1
  i, 6
36) CC(C)Cc1nnc(NC(=O)c2ccc3c(c2)OCCO3)s1
  i, 33
37) CCN(CC)CCNC(=S)Nc1ccc2nc(N3CCOCC3)cc(C)c2c1
  i, 54
38) CN1CCC(N(C)S(=O)(=O)c2ccc(NC(=O)COc3ccc(Br)cc3Cl)cc2)CC1
  i, 55
39) O=C(CN1CCC(O)(c2cccc(C(F)(F)F)c2)CC1)NCCc1ccccc1
  i, 41
40) Cc1cc(NC(=O)CSc2nnc3ccc(-c4ccc(F)cc4)nn23)no1
  i, 47
41) O=C(Nc1cccc(-c2ccc(N3CCOCC3)nn2)c1)c1ccc(F)cc1F
  i, 13
42) CC1(CCCN2C(=O)c3ccccc3C2=O)OCCO1
  i, 37
43) C=C(C)C(=O)OCC(C)C
  i, 33
44) O=C(COC(=O)c1c(F)cccc1F)Nc1ccc(N2CCCCC2)cc1
  i, 45
45) COC(=O)c1cc(Cl)cc2c(CCO)c[nH]c12
  i, 24
46) CC(=O)Nc1ccc(NC(=O)c2ccc(S(=O)(=O)N(C)c3ccccc3)cc2)cc1
  i, 56
47) COc1cc(OC)cc(C(=O)NNC(=O)CNC(=O)c2ccc(Br)o2)c1
  i, 47
48) CC(C)(NC(=O)c1ccccc1)c1nc2ccccc2s1
  i, 23
49) Cc1nnc(SCC(=O)N(C)C2CCCCC2)n1C
  i, 39
50) COc1ccc(Cl)cc1NC(=O)CN(C)C(=O)c1ccc2c(c1)OCCO2
  i, 50
51) COc1cccc(NC(=O)CN(C)CC(=O)c2c(C)[nH]c3ccccc23)c1
  i, 4
52) CCc1ccc(C(C)NC(=O)c2cccs2)cc1 (stereo unspecified)
  i, 32
53) COc1ccccc1CNC(=O)CN1C(=O)NC2(CCCC2)C1=O
  i, 56
54) CCN(CC)CCCN1C=C2C(=O)C(C)(OC(=O)CCC(=O)OC)C(=O)C=C2C=C1C1CC1 (stereo unspecified)
  i, 20
55) CC(Sc1ncn[nH]1)C(=O)c1c(N)n(C)c(=O)n(C)c1=O (stereo unspecified)
  i, 48
56) COCC(C)n1c(SCC(=O)NC(=O)NCc2ccccc2)nc2ccccc2c1=O (stereo unspecified)
  i, 50
57) Cc1c(C(c2cc(O)ccc2Cl)c2c(C)n(C)n(-c3ccccc3)c2=O)c(=O)n(-c2ccccc2)n1C
  i, 65
58) O=C(COC(=O)C1COc2ccccc2O1)Nc1cccc(Cl)c1 (stereo unspecified)
  i, 40
59) CC1CCCCN1C(=O)c1ccc(C(=O)Nc2ccc(F)cc2)cc1 (stereo unspecified)
  i, 14
60) C[C@H](CO)N1C[C@H](C)[C@@H](CN(C)C(=O)Nc2ccc(C(F)(F)F)cc2)Oc2ccc(NS(=O)(=O)c3ccccc3)cc2C1=O
  i, 7

# (cont.)
# Each structure is followed by: T cell HTS, T cell HTS vesicle-bound %
61) Cc1ccc(CN(C)C(=O)c2cccc(S(=O)(=O)N3CCN(Cc4ccccc4)CC3)c2)o1
  i, 28
62) Cc1cccn2c(=O)nc(SCC(=O)c3ccccc3)nc12
  i, 30
63) COc1ccc(NC(=O)C(C)Sc2nnc(C3CC3)n2C2CC2)cc1 (stereo unspecified)
  i, 28
64) COCCN(C(=O)COC(=O)CCOc1ccccc1C)c1c(N)n(Cc2ccccc2)c(=O)[nH]c1=O
  i, 52
65) O=C(CS(=O)(=O)c1ccc(F)cc1)Nc1nnc(-c2cccs2)o1
  i, 55
66) CC(C)(Oc1ccc(Cl)cc1)C(=O)NCc1n[nH]c(=O)c2ccccc12
  i, 40
67) Cc1ccc(S(=O)(=O)c2ncccc2[N+](=O)[O-])cc1
  i, 25
68) CC(C)(C)N1C(=O)[C@H]2[C@@H](c3ccc(Br)cc3)N3C(=O)N(c4cccc(Cl)c4)C(=O)[C@@]3(C)[C@H]2C1=O
  i, 10
69) C[C@@H]1O[C@@H](O[C@H]2[C@H](O[C@H]3C[C@]4(C)C(C[C@@H](O)C5C([C@]6(C)CC[C@@H](C(C)(C)O)O6)CC[C@]54C)[C@@]4(C)CC[C@H](O)C(C)(C)C34)O[C@H](CO)[C@@H](O)[C@@H]2O)[C@H](O)[C@H](O)[C@H]1O (stereo partly specified)
  i, 30
70) O=C(CNCc1ccc(F)cc1)Nc1cc(S(=O)(=O)N2CCOCC2)ccc1Cl
  i, 57
71) CN1CCN(C2Cc3ccccc3Sc3ccc(Cl)cc32)CC1 (stereo unspecified)
  i, 41
72) CCc1cccc(C)c1NC(=O)CN1CCN(S(=O)(=O)c2ccc(C(C)(C)C)cc2)CC1
  i, 23
73) O=C(CN1C(=O)NC2(CCCC2)C1=O)N1CCN(S(=O)(=O)c2cccc(C(F)(F)F)c2)CC1
  i, 12
74) COc1ccc(NC(=O)CSCC(=O)Nc2cccc3ncccc23)cc1
  i, 49
75) C#CCOCCOCCOCCNc1nc(N2CCN(C(=O)[C@H](CCCCN)n3cc(CN)nn3)CC2)nc(N2CCN(C(=O)[C@H](CCCCN)n3cc(CN)nn3)CC2)n1
  i, 7
76) Cc1ccc(C(=O)NCC(=O)OCC(=O)NCCNC(=O)COC(=O)CNC(=O)c2ccc(C)cc2)cc1
  i, 33
77) Cc1c(CCC(=O)O)c(=O)oc2c(C)c3occ(-c4ccc(Cl)cc4)c3cc12
  i, 30
78) CC(=O)Nc1ccc(NC(=O)c2nccnc2C(=O)O)cn1
  i, 28
79) COc1ccc(C(=O)OCC(=O)N2CCCCCC2)cc1S(=O)(=O)N1CCOCC1
  i, 36
80) O=C(NCCC1=CCCCC1)c1cc(S(=O)(=O)N2CCOCC2)c(Cl)cc1Cl
  i, 46
81) N#Cc1ccccc1NC(=O)COC(=O)c1ccc2c(c1)OCO2
  i, 50
82) O=C(O)C1=CCCNC1
  i, 21
83) CCCOc1ccc(C(F)(F)F)cc1NC(=O)C1CC(=O)N(Cc2ccco2)C1 (stereo unspecified)
  i, 38
84) Cc1cccc(C)c1NC(=O)CNC(=O)c1c(-c2ccccc2)noc1C
  i, 52
85) CC1(C)O[C@@H]2[C@H](O1)[C@@H](COS(=O)(=O)O)O[C@H]2n1cnc2c(N)ncnc21
  i, 12
86) Cn1c(N)c(C(=O)CNC2CCCCC2)c(=O)n(C)c1=O
  i, 38
87) CC1(C)CC(=O)C=C(c2cccc3c2Oc2ccccc2S3)C1
  i, 20
88) O=Cc1ccc(C(=O)OCC(=O)NC(=O)Nc2ccccc2F)cc1
  i, 55
89) CC(C)NC(=O)C(=O)NCCC1CCCCN1S(=O)(=O)c1cccs1 (stereo unspecified)
  i, 47
90) O=C1C=C(c2ccc(Cl)c(C(F)(F)F)c2)C[C@@H](c2ccc(Cl)cc2)C1
  i, 44
91) NC1(C#Cc2ccc3oc(=O)c(-n4cc(-c5ccsc5)nn4)cc3c2)CCCCC1
  i, 38
92) Cc1c(NC(=O)c2cc(-c3ccccc3)nc3ccccc23)c(=O)n(-c2ccccc2)n1C
  i, 57
93) CSc1ccc(C=NNc2ccc(S(=O)(=O)Nc3ccccc3C(=O)O)cc2[N+](=O)[O-])cc1
  i, 27
94) C#CCOCCOCCOCCNc1nc(N2CCN(C(=O)[C@H](CCC(=O)O)n3cc(CN)nn3)CC2)nc(N2CCN(C(=O)[C@H](CCC(=O)O)n3cc(CN)nn3)CC2)n1
  i, 10
95) CCN(CC)c1ccc(C=C2C(=O)OC(C)(C(C)(C)C)OC2=O)cc1 (stereo unspecified)
  i, 52
96) O=C(NN1CCOCC1)c1ccco1
  i, 48
97) O=C1C=C(c2cccc3c2oc2ccccc23)C[C@@H](c2ccc(F)cc2)C1
  i, 32
98) O=C(NCCCN1CCCC1=O)c1cccc(S(=O)(=O)Nc2ccccc2Cl)c1
  i, 26
99) COc1ccccc1C(=O)NC(CCSC)C(=O)NNC(=O)C(C)Oc1ccccc1F (stereo unspecified)
  i, 18
100) CC(C)(C)OC(=O)C[C@@H]1C/C=C\C[C@H](CC(=O)N(CCO)Cc2ccccc2)C(=O)N[C@H](Cc2ccccc2)COC1=O
  i, 4
101) NS(=O)(=O)c1ccc(S(=O)(=O)c2ccccc2)nc1
  i, 8
102) Cc1n[nH]c(=S)n1/N=C/c1ccc(-c2ccc(Cl)cc2)o1
  i, 31
103) CN(c1ccccc1N(C)S(=O)(=O)c1ccccc1)S(=O)(=O)c1ccccc1
  i, 57
104) O=C(COc1ccc(-n2cnnn2)cc1)Nc1ccc(F)c(F)c1F
  i, 32
105) CN1CCN(c2nc3cc(C(F)(F)F)ccc3n3cccc23)CC1
  i, 36
106) CN(CC(=O)Nc1cccc(F)c1)C(=O)C1CCN(C(=O)c2ccc(Cl)cc2)CC1
  i, 25
107) Cc1ccc(OCCNC(=O)C(C)SCC(=O)Nc2ccc(F)cc2)cc1 (stereo unspecified)
  i, 53
108) Cc1cccn2c(=O)c(C(=O)NC3CCCCC3C)c(O)nc12 (stereo unspecified)
  i, 46

# High-throughput results (PubChem)
